Autophagy mod = modulators of autophagy | MEF GFP-LC3 puncta imaging; test concentration mostly 10 µM | calls only at 10 µM (by protocol) | 0.98% of 190,000 active;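 active means percentage of spot-positive cells more than 3 SD above its plate mean, without a fluorescence outlier flag or 80% toxicity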;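 further: spot-positive cell cutoff set from DMSO-treated cells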
M17LAP inhibition = P. falciparum M17LAP inhibitors, primary screen, biochemical, fluorogenic H-Leu-NHMec substrate, 1536-well (AID 1619) | recombinant M17LAP, H-Leu-NHMec fluorogenic kinetic assay; higher % means a stronger effect | one-dose inhibition, % at 30 µM; IC50 in µM for titrated hits | 0.38% of 220,000 active;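 active means compound inhibiting the enzyme by more than half at any dose during confirmatory dose-response retesting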;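 further: plate controls were full reaction with DMSO carrier for no effect and no enzyme background for full effect; strong numbers were not always called active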
MT stabilizer = microtubule stabilization, imaging screen; 0.83% of 200,000 active; HeLa tubulin immunostaining HCS, 24 h; share of cells brighter than vehicle mean+2SD; AID 2205; % tubulin-high responders, % at 10 µM;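 active means plate Z-score above 3 for both tubulin-high and condensed-nucleus cell shares, with cell loss under 80%, at 10 µM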;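 further: anti alpha tubulin signal scored within the nucleus-defined area of each cell; some results filed as inactive read as strong as hits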
bCat nuc transl = modulators of beta-catenin nuclear translocation. HeLa beta-catenin nuclear translocation, immunofluorescence imaging. nuclear translocation activity, % at 5 µM. 0.3% of 190,000 active. AID 1665;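 active means nuclear translocation activity above 50% at 5 µM, with a well cell count of 50 or more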;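 further: per-cell ratio of nuclear to cytoplasmic median beta-catenin stain intensity; plate controls were DMSO negative control for no effect and GSK-3 inhibitor IX positive control for full effect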
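Test system: human HeLa cell line; Doses: 5 µM primary, 0.02–20 µM confirmation; Incubation: 24 h compound exposure, 37°C; Detection: beta-catenin immunofluorescence imaging with DAPI; Read-out: beta-catenin nuclear/cytoplasmic ratio, % activation.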
K1F lysis inhibition = inhibition of K1F phage lysis, E. coli UTI89, bacterial capsule biogenesis inhibitors, alamar blue (AID 488966). E. coli UTI89 K1F phage lysis, alamar blue, 2 h; higher % means a stronger effect. one-dose inhibition, % at 100 µM; IC50 in µM for titrated hits. 0.02% of 340,000 active;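 active means phage lysis inhibition, versus mean bacterial control, above a set limit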;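 further: capsule biogenesis inhibitors block K1F phage lysis so surviving cells raise fluorescence; higher fluorescence means more inhibition of phage lysis; actives were called in the ten point dose series up to 300 µM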
Insulin prom up = MIN6 insulin promoter up-regulation; z-score at 5 µM; MIN6 insulin promoter-GFP reporter, high-content imaging; stronger effect = higher value; 0.3% of 190,000 active;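 active means z-score above 3 at 5 µM with at least 500 cells counted in the well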
ER stress rescue = rescue of cells from ER stress-induced death, primary screen, 384-well, CSM14.1, thapsigargin, ATP luminescence (AID 1222); CSM14.1 thapsigargin-induced death rescue, ATP luminescence; higher % means a stronger effect; one-dose cellular ATP content (survival), % at 20 µM; EC50 in µM for titrated hits; 190,000 tested, under 10 active;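 active means EC50 below 50 µM in the dose-response confirmation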;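 further: death triggered by thapsigargin at about 15 µM added after 2 h compound pretreatment; cell ATP read after overnight thapsigargin exposure of roughly 18 to 22 hours; normalized against plate controls of thapsigargin alone and 5% DMSO vehicle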
P. falciparum M1AAP = malaria alanyl aminopeptidase activity blockers – biochemical, fluorogenic H-Leu-NHMec substrate, 1536-well (AID 1445) | recombinant M1AAP, H-Leu-NHMec fluorogenic kinetic assay; higher % means a stronger effect | one-dose inhibition, % at 30 µM; IC50 in µM for titrated hits | 0.42% of 220,000 active;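 active means primary inhibition above the hit cutoff, then over 50% inhibition at one or more dose response concentrations, cut at about 23% in these data, passing the limit was not always enough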;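 further: plate controls were DMSO full reaction for no effect and no enzyme background for full effect; strong numbers were not always called active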
Dynein cargo inh = blocks dynein driven cargo transport along microtubules | 3617.4 mouse cells, GR-EGFP nuclear translocation imaging; test concentration mostly 20 µM; stimulated with dexamethasone, 1 µM; stronger effect = lower value | z-score, hits read low | 0.47% of 220,000 active | AID 1381;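 active means plate z-score of nuclear minus cytoplasmic receptor signal below a set negative limit, without overly bright fluorescence or cell loss, cut at about -3.5 in these data, passing the limit was not always enough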;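 further: z-score of nuclear minus cytoplasmic ring GR-EGFP intensity difference per well; some compounds called inactive have numbers as strong as hits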
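Medium: Induction medium lacking tetracycline, stripped serum | Probe or stimulus: 1.0 µM final dexamethasone stimulus | Schedule: 48 h induction, then 1 h compound, then 30 min agonist, 37 °C | Signal: Automated 10x imaging of fixed Hoechst-stained cells | Evaluation: Per-cell GR-EGFP intensity, nucleus versus surrounding cytoplasmic ring, well-averaged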
Dynein cargo inh cytoplasmic EGFP = recorded beside Dynein cargo inh, whose call it bears; z-score; measured here: cytoplasmic GR-EGFP intensity; stronger effect = higher value
Dynein cargo inh nuclear GR-EGFP = second read-out of Dynein cargo inh, no call of its own (marks repeat the call); z-score; measured here: nuclear GR-EGFP intensity;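 lower value marks the stronger effect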
Dynein cargo inh cell count = also measured in Dynein cargo inh; calls as there; z-score; measured here: cell count per field
Insulin prom up cell count = second read-out of Insulin prom up, no call of its own (marks repeat the call); cell count; measured here: cytotoxicity, nuclei count;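 total cells summed across four imaged fields per well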
bCat nuc transl cell count 5 µM = recorded beside bCat nuc transl, whose call it bears; cell count; measured here: cell count, cytotoxicity flag
MT stabilizer Hoechst-high % = recorded beside MT stabilizer, whose call it bears; % Hoechst-high responders; measured here: nuclear condensation Hoechst responders;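 share of cells brighter than vehicle mean plus two SD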
MT stabilizer cytotoxicity % = further read-out of MT stabilizer, marked with its call; toxicity, %; measured here: cytotoxicity by cell density;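 0% = mean cell density of plate MIN control wells and 100% = no cells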
Autophagy mod cell loss 18 h = also measured in Autophagy mod; calls as there; toxicity, %; measured here: cell loss, nuclei count;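 cell loss after 18 h compound exposure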
The depositor's hits bear a star; i = inactive; nt = no result given; [ ] = dose if it differs, or a comment.

SMILES	Autophagy mod	Autophagy mod cell loss 18 h	M17LAP inhibition	MT stabilizer	MT stabilizer Hoechst-high %	MT stabilizer cytotoxicity %	bCat nuc transl	bCat nuc transl cell count 5 µM	K1F lysis inhibition	Insulin prom up	Insulin prom up cell count	ER stress rescue	P. falciparum M1AAP	Dynein cargo inh	Dynein cargo inh cytoplasmic EGFP	Dynein cargo inh nuclear GR-EGFP	Dynein cargo inh cell count
C/C(=N\O)C(C)(C)Nc1ccc(Br)cc1	nt	nt	4%	nt	nt	nt	-1.5	1439	0.7%	0.09	959	nt	-2%	0.089	-0.24	0.44	0.74
O=c1[nH]c2c(c(=O)n1Cc1ccccc1)CCC2	i	8	-5%	1.9	1.3	6.6	-0.6	1286	3.6%[50 µM]	nt	nt	0.0%	-12%	0.36	-0.19	0.26	-0.7
CCSc1nc2ccccc2c(=O)n1C1CCOC(C)(C)C1 (stereo unspecified)	i	19	15%	3.8	1.6	6.8	nt	nt	-0.5%	1	1325	-0.6%	8%	-0.68	-0.35	-0.2	0.6
CCc1ccc(N(C(=O)c2csnn2)C(C(=O)NC(C)(C)C)c2ccccn2)cc1 (stereo unspecified)	i	25	-12%	2.9	2.8	5.7	1.0	1543	-2.2%	nt	nt	-1.2%	-4%	-1.5	-0.04	-0.78	-0.5
O=C(O)CCn1c(-c2ccccc2)cc2c1CCCC2=O	i	7	4%	0.9	4.2	9.5	-0.1	1158	-0.4%	1.2	809	-0.3%	-3%	-0.46	-0.18	-0.24	-0.62
COC(=O)CCS(=O)(=O)c1cc(Cl)ccc1Cl	i	-1	10%	2.6	2.2	7.3	-1.6	891	0.3%	-0.35	1393	nt	-3%	0.01	-0.23	0.11	0.49
CCCCCc1cc(=O)[nH]c(=S)[nH]1	nt	nt	-12%	nt	nt	nt	0.1	1280	-0.1%	0.11	1085	nt	3%	0.3	-0.8	0.35	0.22
Fc1ccccc1N1CCN(Cc2nc(-c3ccc(Cl)cc3Cl)no2)CC1	i	-1	1%	3.0	2.3	6.9	2.2	1171	-2.6%	0.25	1335	-0.3%	8%	-0.15	-0.25	0.00042	0.3
CCCNC(=O)/C=C/c1ccc(C(C)C)cc1	i	6	3%	1.7	3.4	0.8	-0.2	578	-0.1%	-0.04	1219	-1.8%	5%	-0.57	-0.26	-0.42	0.61
COc1cc2c(=O)n(CC3CCCO3)c(=O)n(CC(=O)Nc3ccc(F)cc3F)c2cc1OC (stereo unspecified)	i	14	-3%	5.0	1.6	3.5	-2.5	1141	0.3%	1.6	1969	-2.0%	0%	1.3	-0.22	0.74	-0.071
FC(F)(F)c1ccnc(NCc2ccco2)n1	nt	nt	6%	nt	nt	nt	0.8	1335	0.5%	nt	nt	nt	4%	-0.46	-0.26	0.098	1.1
O=C(CSc1nnc(-c2ccco2)n1-c1ccccc1)NCc1ccc2c(c1)OCO2	i	1	-4%	0.9	1.8	9.7	nt	nt	0.3%	1.2	1336	0.3%	-13%	-0.011	-0.092	0.098	-0.54
O=c1cc(CCl)nc2sc3ccccc3n12	i	3	-5%	3.5	3.3	6.7	-1.0	1042	0.6%	0.28	1251	1.5%	4%	-0.62	-0.25	0.19	0.53
CCOc1ccc2nc(N3CCC(C(=O)N4CCN(c5ncccn5)CC4)CC3)sc2c1	nt	nt	0%	nt	nt	nt	-2.0	1258	0.5%	0.07	796	nt	-1%	0.018	-0.71	0.4	-0.47
O=C(CCCn1c(=O)[nH]c2cc(Cl)ccc2c1=O)NC1CCCCCCC1	i	7	-8%	4.4	1.5	5.4	-8.6	1147	0.2%	0.78	825	0.6%	-2%	0.52	-0.18	0.62	0.71
CC(=O)NC(Cc1ccc(F)c(F)c1)C(=O)NC1CCN(C(=O)c2ccc(C)cc2)CC1 (stereo unspecified)	i	13	4%	3.4	1.0	4.0	-0.7	1058	-0.1%	-1.1	1500	1.8%	4%	-0.3	-0.34	0.11	0.83
COc1ccc(-c2cc3nc(C)n(N)c(=O)c3s2)cc1	nt	nt	-6%	nt	nt	nt	-0.1	1338	-1.7%	-0.68	1025	nt	6%	1.1	-0.22	1.1	-0.37
COc1ccccc1CCc1nnc(CCC(=O)NC(C)Cc2cccs2)o1 (stereo unspecified)	i	3	-3%	2.0	1.3	7.4	-0.2	1540	0.1%	nt	nt	0.3%	5%	-0.7	-0.22	-0.089	0.48
Cc1nn(-c2ccccc2)c(C)c1C(=O)Nc1nnc(-c2ccco2)o1	i	12	-18%	2.1	0.8	5.1	-1.3	1074	-0.5%	-0.04	1837	-2.0%	-3%	0.45	-0.4	0.05	-0.44
CCOC(=O)C1CCCN(S(=O)(=O)c2ccc(S(=O)(=O)N(CC)CC)cc2)C1 (stereo unspecified)	i	1	8%	nt	nt	nt	-0.1	1057	0.1%	-1.1	803	0.4%	-7%	3.1	0.17	2	-1.4
COC(=O)c1ccc(Oc2c(C)oc3cc(OCc4cnn(-c5ccccc5)c4)ccc3c2=O)cc1	i	0	6%	5.9	2.6	6.2	-0.1	1071	1.5%	-3	632	0.3%	-1%	0.83	0.076	0.28	0.031
CN1CCN(S(=O)(=O)c2ccc(NCc3ccc4c(c3)OCO4)nc2)CC1	nt	nt	4%	nt	nt	nt	0.5	1314	0.3%	-0.29	1112	nt	-3%	-0.84	-0.26	-0.36	1.4
CC(C)CCNC(=O)NC(=O)COC(=O)/C=C/c1cccc([N+](=O)[O-])c1	i	1	3%	3.3	2.9	5.8	-1.6	952	0.1%	0.34	1187	-1.8%	8%	-0.89	-0.32	-0.14	0.29
CC(C)COP(=O)(c1ccc(N(C)C)cc1)C(O)c1ccccn1 (stereo unspecified)	i	21	14%	1.8	1.3	7.8	-1.1	820	0.9%	-0.05	1125	1.4%	0%	0.62	-0.22	0.062	0.29
COc1cccc(NC(=O)c2ccc(NCCCN3CCC(C)CC3)c([N+](=O)[O-])c2)c1	i	20	-3%	2.2	2.3	5.4	-0.2	1092	0.3%	nt	nt	7.3%	4%	0.34	-0.21	0.33	-0.27
COc1ccc(-c2ccc(C(C)=O)cc2)cc1[C@H]1[C@@H]2C=CCC[C@@]2(C)C(=O)N1Cc1ccccc1	nt	nt	10%	nt	nt	nt	-1.2	1137	0.2%	nt	nt	nt	9%	-0.25	-0.75	-0.17	-0.35
Cc1ccc(S(=O)(=O)NC2(C(F)(F)F)NC(=O)N(CCc3ccccc3)C2=O)cc1 (stereo unspecified)	i	28	1%	2.2	2.0	5.5	-2.2	877	-0.3%	-0.49	1277	-1.3%	-3%	-0.53	-0.33	-0.3	0.73

Pulled by structure from the entries so far:
SMILES	Autophagy mod	Autophagy mod cell loss 18 h	M17LAP inhibition	MT stabilizer	MT stabilizer Hoechst-high %	MT stabilizer cytotoxicity %	bCat nuc transl	bCat nuc transl cell count 5 µM	K1F lysis inhibition	Insulin prom up	Insulin prom up cell count	ER stress rescue	P. falciparum M1AAP	Dynein cargo inh	Dynein cargo inh cytoplasmic EGFP	Dynein cargo inh nuclear GR-EGFP	Dynein cargo inh cell count
CC(C)COP(=O)(c1ccc(N(C)C)cc1)C(O)c1ccccn1 (stereo unspecified)	i	21	14%	1.8	1.3	7.8	-1.1	820	0.9%	-0.05	1125	1.4%	0%	0.62	-0.22	0.062	0.29
CCOc1ccc2nc(N3CCC(C(=O)N4CCN(c5ncccn5)CC4)CC3)sc2c1	nt	nt	0%	nt	nt	nt	-2.0	1258	0.5%	0.07	796	nt	-1%	0.018	-0.71	0.4	-0.47

Compound profiles, from the list above:
COc1cc2c(=O)n(CC3CCCO3)c(=O)n(CC(=O)Nc3ccc(F)cc3F)c2cc1OC (stereo unspecified) is listed with Autophagy mod: i; Autophagy mod cell loss 18 h: 14; M17LAP inhibition: -3%; MT stabilizer: 5.0; MT stabilizer Hoechst-high %: 1.6; MT stabilizer cytotoxicity %: 3.5; bCat nuc transl: -2.5; bCat nuc transl cell count 5 µM: 1141; K1F lysis inhibition: 0.3%; Insulin prom up: 1.6; Insulin prom up cell count: 1969; ER stress rescue: -2.0%; P. falciparum M1AAP: 0%; Dynein cargo inh: 1.3; Dynein cargo inh cytoplasmic EGFP: -0.22; Dynein cargo inh nuclear GR-EGFP: 0.74; Dynein cargo inh cell count: -0.071
O=c1cc(CCl)nc2sc3ccccc3n12 is listed with Autophagy mod: i; Autophagy mod cell loss 18 h: 3; M17LAP inhibition: -5%; MT stabilizer: 3.5; MT stabilizer Hoechst-high %: 3.3; MT stabilizer cytotoxicity %: 6.7; bCat nuc transl: -1.0; bCat nuc transl cell count 5 µM: 1042; K1F lysis inhibition: 0.6%; Insulin prom up: 0.28; Insulin prom up cell count: 1251; ER stress rescue: 1.5%; P. falciparum M1AAP: 4%; Dynein cargo inh: -0.62; Dynein cargo inh cytoplasmic EGFP: -0.25; Dynein cargo inh nuclear GR-EGFP: 0.19; Dynein cargo inh cell count: 0.53

Screening data as filed in PubChem.

Hits appear at their usual frequency; about 2.9% have a hit in one of these screens.
